Screening data from PubChem.
CXCR6 block: CXCR6 (human) receptor inhibition; AID 602244; inhibition, % at 20 µM; CHO-K1 PathHunter CXCR6 beta-arrestin, luminescence; 0.36% of 360,000 active; in the data active = inhibition above about 34%, passing the limit was not always enough;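 also: antagonist mode with CXCL16 agonist at 10 nM final; 0% = 10 nM CXCL16 with DMSO and 100% = unstimulated wells without agonist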
Target sequence (O00574 whole entry, looked up): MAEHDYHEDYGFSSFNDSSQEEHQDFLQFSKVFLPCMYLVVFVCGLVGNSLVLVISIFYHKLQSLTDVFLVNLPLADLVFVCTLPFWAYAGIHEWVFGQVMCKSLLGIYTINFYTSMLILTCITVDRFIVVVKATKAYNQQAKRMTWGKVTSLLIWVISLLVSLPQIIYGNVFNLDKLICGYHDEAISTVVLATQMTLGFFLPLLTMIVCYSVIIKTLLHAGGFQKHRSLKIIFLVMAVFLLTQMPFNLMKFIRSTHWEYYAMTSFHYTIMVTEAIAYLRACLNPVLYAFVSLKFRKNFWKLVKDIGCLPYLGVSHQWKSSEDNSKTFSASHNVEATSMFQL
UPR CHOP act: activators of apoptotic arm of unfolded protein response (CHOP) | CHO-CHOP luciferase reporter, UPR activation, luminescence; percent of tunicamycin response over DMSO baseline | activation, % at 10 µM | 0.34% of 330,000 active | AID 449763;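 active = at 10 µM dose, activation of 40% or more, normalized to positive control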;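 also: 100% = tunicamycin at 10 µg/mL and 0% = DMSO alone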
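System: CHO-CHOP luciferase reporter cell line | Buffer or medium: F12 medium containing 10% fetal bovine serum | Doses: One dose, 10 µM in 0.5% DMSO | Times: 6 h compound exposure at 37 °C after overnight seeding | Signal: Luciferase luminescence | Read-out: % activation vs tunicamycin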
APJ ag: APJ receptor agonism | CHO-K1 APJ PathHunter beta-arrestin, luminescence; 0% DMSO wells, 100% apelin | activation, % at 20 µM | 0.11% of 330,000 active | AID 2520;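 active = activation more than six SD over the plate average, tested at 20 µM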;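 also: 0% = DMSO alone and 100% = apelin-13 at 10 nM; some results filed as inactive read as strong as hits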
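Test system – PathHunter CHO-K1 APJ (AGTRL-1) beta-arrestin reporter cells · Input – 1000 cells/well · Compound – single test compound dose, 20 µM final, 1% DMSO · Times – compound stimulation 90 min at 25 °C, detection 60 min · Technique – beta-gal luminescence · Read-out basis – APJ–arrestin association signal · Control set – negative DMSO alone, positive Apelin-13 at 10 nM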
CCR6 antagonist: blocks CCL20-driven beta-arrestin recruitment at human CCR6; CHO-K1 CCR6 PathHunter beta-arrestin, luminescence, CCL20-stimulated; AID 493098; 0.49% of 340,000 active; inhibition, % at 20 µM; P51684;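 active = compounds whose inhibition of the agonist-driven luminescence signal at 20 µM reaches about 50%, limit read from the data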;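 also: cells stimulated with CCL20 at 14 nM final; plate controls were DMSO with CCL20 for no effect and DMSO without agonist for full effect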
Target sequence (P51684 whole entry, looked up): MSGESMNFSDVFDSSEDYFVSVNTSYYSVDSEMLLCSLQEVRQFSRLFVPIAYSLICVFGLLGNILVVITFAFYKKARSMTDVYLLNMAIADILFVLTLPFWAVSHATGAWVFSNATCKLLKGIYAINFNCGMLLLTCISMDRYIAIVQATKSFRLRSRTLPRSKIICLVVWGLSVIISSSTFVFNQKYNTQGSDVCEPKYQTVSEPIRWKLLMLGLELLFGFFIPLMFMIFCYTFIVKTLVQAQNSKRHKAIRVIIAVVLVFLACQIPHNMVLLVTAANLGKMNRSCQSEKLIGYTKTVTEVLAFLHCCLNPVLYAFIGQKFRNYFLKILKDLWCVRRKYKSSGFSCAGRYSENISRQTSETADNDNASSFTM
tim23-1 inh: inhibits growth of tim23-1 mutant yeast; 1.3% of 330,000 active; S. cerevisiae tim23-1 growth, BacTiter-Glo luminescence, 24 h; AID 463212; inhibition, % at 20 µM;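 active = growth inhibition of the mutant yeast at or above 50%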;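 also: temperature-sensitive mutant grown at 25 °C; plate controls were DMSO-treated mutant yeast for no effect and medium wells lacking yeast for full effect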
XBP1 UPR activ: adaptive UPR (XBP1) activation | CHO-XBP1 luciferase reporter, IRE1-XBP1 UPR activation, luminescence; percent of tunicamycin response, DMSO as zero | activation, % at 20 µM | 0.33% of 330,000 active | AID 463104;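 active = versus positive control, 20 µM dose yields 30% or more activation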;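 also: 100% = tunicamycin at 10 µg/mL and 0% = DMSO only wells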
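Assay system: CHO-XBP1 luciferase reporter cells; Schedule: 6 h treatment, 37 °C; Detection: glow luminescence from Steady-Glo reagent; Benchmarks: high control tunicamycin 10 µg/mL final, low control DMSO vehicle only.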
EBI2 antag: blocks human EBI2 receptor beta-arrestin signaling; EBI2 beta-arrestin recruitment, luminescence, 7a,25-OHC stimulated; inhibition, % at 5 µM; 0.81% of 360,000 active; AID 651636; in the data active = inhibition above about 38%;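 also: enzyme fragment complementation signal reports receptor beta-arrestin coupling in cells; 0% = agonist plus DMSO wells and 100% = wells without agonist; some results beyond the cut were filed as inactive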
Target sequence (P32249 whole entry, looked up, the tested form may be a part): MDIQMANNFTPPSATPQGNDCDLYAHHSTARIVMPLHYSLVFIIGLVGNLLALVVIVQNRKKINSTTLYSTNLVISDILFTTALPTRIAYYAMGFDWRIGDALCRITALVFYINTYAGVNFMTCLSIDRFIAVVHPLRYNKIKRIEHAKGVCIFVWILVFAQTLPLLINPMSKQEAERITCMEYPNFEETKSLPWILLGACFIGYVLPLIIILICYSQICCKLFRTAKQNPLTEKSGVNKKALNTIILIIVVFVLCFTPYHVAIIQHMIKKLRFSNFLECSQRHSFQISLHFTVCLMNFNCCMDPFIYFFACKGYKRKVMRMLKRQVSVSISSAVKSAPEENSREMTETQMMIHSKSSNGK
Mdm2 MdmX PPI: inhibitors of human Mdm2/MdmX interaction | O15151+Q00987 | SaOS-2 split-luciferase Mdm2/MdmX complementation, luminescence | inhibition, % at 8 µM | 3% of 330,000 active | AID 485346;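 active = inhibition of at least 50% at 8 µM in the primary screen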
APJ antagonist: APJ receptor antagonism | CHO-K1 APJ beta-arrestin complementation, luminescence | inhibition, % at 20 µM | 0.32% of 330,000 active | AID 2521;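 active = inhibition above about 40% at 20 µM, limit read from the data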;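 also: cells challenged with 10 nM apelin-13 agonist together with compound; plate controls were apelin-13 plus DMSO wells for no effect and DMSO wells lacking apelin-13 for full effect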
* = called active by the depositor. This is a subset; rates above refer to the full screens.

SMILES	CXCR6 block	UPR CHOP act	APJ ag	CCR6 antagonist	tim23-1 inh	XBP1 UPR activ	EBI2 antag	Mdm2 MdmX PPI	APJ antagonist
COc1ccc(/C=N\NC(=O)c2ccccc2[N+](=O)[O-])cc1COc1c(F)c(F)c(F)c(F)c1F	3	2.8	0	1	15	-6	8	24	17
CC(OC(=O)CNC(=O)c1ccccc1F)C(=O)Nc1nc(-c2ccccc2)cs1 (stereo not given)	2	1.6	-2	11	21	-1	-3	-47	-7
CCOC(=O)C(C)Sc1nc2c(cnn2-c2ccc(C)cc2)c(=O)[nH]1 (stereo not given)	-4	1.9	-4	-7	12	-1	6	7	-6
COc1ccc(C2/C=C\CN(S(=O)(=O)c3ccc4ccccc4c3)CC(=O)N2Cc2ccc(F)cc2)cc1 (stereo not given)	3	1.0	-3	8	27	1	3	20	10
O=C(/C=C/c1ccc(Br)o1)OCc1ccccc1	-1	-0.9	3	7	10	2	2	23	9
COc1nc(-c2ccccc2)ccc1-c1noc(-c2ccccc2F)n1	-16	3.2	-2	-7	-17	4	3	-96	-8
Cc1ccc(C)c(-n2sc3ccc(F)cc3c2=O)c1	6	14	2	15	23	-2	25	15	-2
Cc1ccc(C(=O)c2ccccc2C(=O)OCC(=O)Nc2ccc(SC(F)F)cc2)cc1	-2	1.5	-1	17	40	1	17	24	-21
O=C(CN1CC[n+]2c(-c3cccs3)csc21)c1ccc(-c2ccccc2)cc1	-1	-1.4	0	5	-271	0	16	4	2
CCC(C(=O)NC1CCCC1)N(C(=O)Cn1nnc(-c2ccc(OC)c(OC)c2)n1)C1CCCCC1 (stereo not given)	1	-1.1	-3	5	27	1	3	15	13
Cn1c(=O)c([N+](=O)[O-])c(N2CCSCC2)c2ccccc21	6	-0.1	-5	9	11	-1	10	35	14
CCOc1ccc(NC(=O)C2CCN(C(=O)NC3CCCCC3)CC2)cc1	-3	-1.6	3	7	1	-1	3	3	3
CCCCN(C(=O)c1ccc2c(c1)OCO2)c1ccccc1	-9	1.9	-1	1	9	-1	-2	-41	7
CCOc1cc(S(=O)(=O)N2CCCC2)ccc1Cl	6	1.9	-2	10	13	0	0	28	15
c1ccc(C2=NC(c3ccccc3)N=C(c3ccccc3)N2)cc1	4	1.2	-3	-7	27	-2	3	8	8
COc1ccc2sc(N(CCCN(C)C)C(=O)c3ccc(S(=O)(=O)N(C)C4CCCCC4)cc3)nc2c1	1	1.5	5	17	21	1	-14	19	-44
Cc1ccc2oc(C(=O)N3CCC(N4CCSCC4)CC3)c(C)c2c1	-6	-0.2	-4	2	10	0	71*	7	4
C/C(=C\C(=O)O)C(=O)Nc1nccs1	-3	1.2	-4	1	-2	-2	5	-8	21
N#Cc1ccc(-c2cccnc2)nc1SCc1ccc(Cl)cc1Cl	-1	0.0	0	22	21	5	19	12	1
Cc1cccc(C(=O)NCc2nnc(SCC(=O)NC(C)c3ccccc3)n2C)c1 (stereo not given)	0	3.7	-1	9	-5	2	-5	2	15
CCc1c(C)nc2ncnn2c1N1CCCC(C(=O)NCc2ccco2)C1 (stereo not given)	-9	-1.9	0	0	-2	0	-3	-3	9
CCOc1ccc(CN2CCN(Cc3ccsc3)C(CCO)C2)cc1CO (stereo not given)	4	-2.2	-2	-3	6	-2	-1	11	15
CCOC(=O)c1c(C)[nH]c(C)c1C(=O)COC(=O)c1c(OC)cccc1OC	1	-0.4	-4	3	1	0	-6	27	6
CC1(C)NC(=O)N(CC(=O)N2CCN(c3ccc([N+](=O)[O-])cc3)CC2)C1=O	-4	3.4	-3	12	17	1	-12	-9	-3
COC(=O)CN(c1cc(C(F)(F)F)ccc1Cl)S(C)(=O)=O	-2	-1.7	-1	5	4	-2	2	-8	17

4 entries from above, ordered by their value in EBI2 antag, rising.
| structure | EBI2 antag |
| --- | --- |
| CC(OC(=O)CNC(=O)c1ccccc1F)C(=O)Nc1nc(-c2ccccc2)cs1 (stereo not given) | -3 |
| C/C(=C\C(=O)O)C(=O)Nc1nccs1 | 5 |
| Cc1ccc(C(=O)c2ccccc2C(=O)OCC(=O)Nc2ccc(SC(F)F)cc2)cc1 | 17 |
| N#Cc1ccc(-c2cccnc2)nc1SCc1ccc(Cl)cc1Cl | 19 |

Remaining list, next part
SMILES	CXCR6 block	UPR CHOP act	APJ ag	CCR6 antagonist	tim23-1 inh	XBP1 UPR activ	EBI2 antag	Mdm2 MdmX PPI	APJ antagonist
CCCOc1ccc(Cc2c(COCC)[nH]c(=S)[nH]c2=O)cc1	1	-0.3	-4	-54	14	0	-5	4	-6
O=C(NCc1ccccc1)N1CCOCC1	3	0.0	0	2	13	-1	1	-35	-28
COc1ccc(NC(=O)c2ccccc2CC[N+](=O)[O-])cc1	2	1.7	-2	19	6	-3	-5	13	-9
Cc1ccccc1NC(=O)c1ocnc1C	2	-0.2	0	6	-10	-3	-1	0	-1
CC(=O)Nc1ccc(Cl)c(-c2nc3ncccc3o2)c1	-5	-0.5	-3	2	-3	-7	-7	22	15
CN(C)S(=O)(=O)c1ccc(C(=O)NCc2nnc(SCC(=O)Nc3ccc(F)cc3)n2-c2ccc(F)cc2)cc1	3	1.2	-3	0	-14	0	-1	15	-7
Cc1cc(C)n(-c2ccc(NC(=O)C3CCN(Cc4cnc(C)s4)CC3)cc2)n1	0	0.9	10	4	-1	-7	3	15	-5
CC(=O)c1sc(N/N=C/c2cccc(O)c2)nc1C	-9	4.8	-3	-2	17	5	11	-24	12
Nc1nonc1C(=O)NCCNc1ncccc1[N+](=O)[O-]	1	0.4	0	1	7	-1	-6	13	-3
COc1ccc2c(c1)CC/C(=C\C=C\c1ccccc1)C2=O	1	6.5	3	8	13	3	14	-58	5
Oc1ccc(CN2CCCc3ccccc32)c2cccnc12	14	5.1	-1	12	15	4	0	79*	1
CN(C)S(=O)(=O)c1cccc(NC(=O)c2ccncc2)c1	3	2.1	-3	-7	10	-1	-21	24	22
CCC(=O)Nc1ccc(NC(=O)CN2CCCC(C)C2)c(Cl)c1 (stereo not given)	7	1.5	-3	14	12	-3	9	-23	-2
Cc1ccc(S(=O)(=O)n2cc(-c3ccccc3)c(N)n2)cc1	-3	-1.7	0	7	26	1	6	6	-13
CC(C)c1nc(CNC(=O)C2CCC(=O)N(CCc3ccc(Cl)cc3)C2)no1 (stereo not given)	4	-0.3	-2	6	3	-3	1	18	17
COc1ccccc1NC(=O)CSc1nnc(CCC(=O)Nc2ccccc2F)n1C	0	-0.8	1	8	-3	0	-3	5	19
COc1ccccc1CNC(=O)c1ccc(SC)cc1OC	6	-1.0	-6	6	32	1	12	12	-7
O=C(N[C@H]1C/C=C\C[C@@H](CC(=O)N(CCO)Cc2ccccc2)C(=O)N2CCC[C@H]2COC1=O)OCC1c2ccccc2-c2ccccc21	-7	1.2	-2	8	11	-1	-4	-3	0
O=C(NC1CCCCC1)C(c1ccccc1F)N(Cc1ccco1)C(=O)c1ccccn1 (stereo not given)	10	1.9	-2	0	9	-7	9	12	7
O=C(Cn1cnc2c(nnn2-c2ccc(F)cc2)c1=O)N1CCCC1	2	0.4	-5	6	0	-1	-5	9	-2
Cc1cc(C)n2nc(C(F)(F)F)c(-c3ccccc3)c2n1	2	-2.7	0	11	30	1	2	-6	-11
CC(=N)C1=C(O)CC(C)(C)CC1=O	1	-0.9	2	-1	5	0	-1	23	17
Cc1ccccc1NC(=O)COC(=O)c1ccccc1SCC(=O)N1CCCC1	-3	-1.9	-6	16	7	-3	-7	-3	-22
O=C(CCNS(=O)(=O)c1ccccc1)N1CCCCCC1	10	2.2	7	6	5	-3	10	11	4
Cc1ccc(NC(=O)C(C)SCc2ccccc2)cc1 (stereo not given)	6	0.8	-2	17	12	-3	-1	2	-9

Further structures follow:
SMILES	CXCR6 block	UPR CHOP act	APJ ag	CCR6 antagonist	tim23-1 inh	XBP1 UPR activ	EBI2 antag	Mdm2 MdmX PPI	APJ antagonist
CCCN1CCN(CCCNC(=O)CCCn2nc(C)c3sc4ccccc4c3c2=O)CC1	3	1.6	-3	11	12	-4	-7	24	12
Cc1cc2nc(Sc3c([N+](=O)[O-])nc(C)n3Cc3ccccc3)[nH]c2cc1C	8	4.9	1	24	37	-3	2	30	6
CC(C)CC(=O)Nc1nc2ccc(S(C)(=O)=O)cc2s1	16	2.4	-3	26	4	3	-9	-5	5
CN1C(=O)CCC(CCC(=O)O)(c2ccccc2O)C1=O (stereo not given)	6	0.2	0	7	21	5	-6	-5	17
O=C(C1Cc2ccccc2CN1S(=O)(=O)c1ccc(F)cc1)N1CCCCC1 (stereo not given)	5	3.9	-4	20	17	-2	6	-28	-5
CC(C)C(NC(=O)c1ccc(C(C)(C)C)cc1)C(=O)NCCc1ccccn1 (stereo not given)	0	1.5	-3	8	21	1	4	-5	7
CN1CCN(c2ccccc2NC(=O)c2cccc(OCc3ccccc3)c2)CC1	-1	0.5	2	0	5	-2	8	8	-1
COC(=O)CCC(=O)NNC(=O)c1cccc(Cl)c1	2	0.3	1	2	14	-1	-24	8	18
CCOc1ccc(NC(=O)CC(c2ccccc2)c2ccc(F)cc2)cc1 (stereo not given)	-7	1.8	-3	0	9	-1	25	-2	3
Cn1c(NC(=O)c2ccccc2F)c(-c2cccs2)c(=O)c2ccccc21	-3	1.2	0	7	36	-2	-9	6	10
CC(NC(=O)Nc1cccnc1)(C(F)(F)F)C(F)(F)F	-8	-2.3	0	4	-15	2	-21	8	4
Cc1cc(C)c(C(=O)NNC(=O)c2cccnc2)c(C)c1	3	1.6	1	21	8	-4	-1	1	-6
CSc1ncccc1C(=O)OCC(=O)c1ccc(S(=O)(=O)N2CCCCC2)cc1	37	-0.2	-17	34	6	-1	21	2	46*
CCNC(=O)c1ccc(C23CC4CC(CC(C4)C2)C3)o1	-2	0.9	-3	6	7	-1	-35	25	10
COc1ccc(C)cc1NC(=O)COC(=O)c1c(C)noc1C	-3	2.2	-6	9	-1	0	4	-10	-11
O=C(NCc1ccc(F)cc1)c1ccc(CS(=O)(=O)c2ccc(Br)cc2)o1	-3	-1.4	-1	3	11	-4	-4	25	0
CN(C)S(=O)(=O)c1cccc(NC(=O)COC(=O)c2ccc3ccccc3n2)c1	1	1.7	0	1	1	0	4	-7	-5
CCN(CC)C(=O)CN(c1cccc(Br)c1)S(C)(=O)=O	3	-1.2	1	6	9	-2	-10	-10	-4
COc1ccc(Nc2nc(N3CCOCC3)nc(N3CCOCC3)n2)cc1	-6	0.0	0	-16	4	-4	-6	27	-20
Cc1cc(NC(=O)CSc2nnc(-c3ccccc3)o2)no1	-7	1.0	-3	-2	-2	1	-4	-14	0
Clc1ccc(Cl)c2sc(N3CCOCC3)nc12	4	0.7	-2	11	12	2	2	-8	-14
